Compound activity (PubChem BioAssay)
Mot1-301 SUMO – SUMOylation pathway inhibition by Mot1-301 growth rescue | S. cerevisiae Mot1-301 growth rescue, ATP luminescence, 38.5C; percent above DMSO median, 100 means doubled | AID 2716 | growth rescue, % at 18.8 µM | hit rate 1% among 320,000;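 active means every valid replicate shows activation above 250% relative to neutral control wells; inactive means the rest, any valid replicate at or below 250%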;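 further: OY570 slx delta 5 strain wells were the positive control but not used for scaling; some compounds called inactive have numbers as strong as hits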
PKA-R1A activ – PKA-R1A complex activation. P00514+P68181. PKA-R1A dissociation, Cy5-IP20 fluorescence polarization; scaled: DMSO 0%, 113 µM cGMP 100%. activation, % at 11.4 µM. hit rate 0.083% among 340,000;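 active means percent activation above the mean of all tested compounds plus 3 SD, cut at about 19% in these data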;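 further: higher means more PKAc released from R1A so a rise in polarization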
CDK5 inh – blocks human CDK5/p35 kinase activity; Q00535+Q15078; Recombinant CDK5/p35, ADP-Glo luminescence, 60 min; inhibition, % at 10 µM; hit rate 0.01% among 330,000;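 active means highest replicate inhibition of at least 50% and at least 75% of replicates reaching 50%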;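 further: plate controls were DMSO neutral control for no effect and GW8510 at 10 µM for full effect; many of its hits are not listed in these tables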
PKA-R2B activ – activators of human PKA-R2B complex; P22694+P31323; hit rate 0.079% among 340,000; activation, % at 11.4 µM; PKA-R2B holoenzyme dissociation, Cy5-IP20 fluorescence polarization; R2B truncated from residue 108, S112A mutant; 0% DMSO only, 100% 113 µM cGMP; AID 504700;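 active means activation above a cutoff set at the mean over all compounds plus 3 SD, cut at about 18% in these data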;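 further: higher means more holoenzyme dissociation and a rise in polarization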
dFosB act – mouse delta FosB homodimer activation; purified delta FosB, TAMRA-CDK5 oligo fluorescence polarization; percent of positive-control signal above neutral wells; P13346; activation, % at 25 µM; hit rate 0.99% among 340,000; AID 493131;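 active means mean activation above about 17%, with every replicate also reaching it, limit read from the data, passing the limit was not always enough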;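 further: fluorescence polarization rise as delta FosB binds a TAMRA Cdk5 AP-1 oligo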
MITF TRPM1 HTS – increases MITF-driven TRPM1 promoter luciferase signal; activation, % at 12.5 µM; SK-MEL-5 TRPM1-promoter luciferase, 24 h; % of positive control, neutral wells = 0; hit rate 0.75% among 300,000; AID 588334;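 active means mean activation of at least 80% with every replicate also reaching 80%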;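 further: 0% = neutral control wells and 100% = parthenolide positive control wells; values of inactives mirror those of a sister screen read the other way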
NSD2 HMT inh – inhibitors of human histone methyltransferase NSD2 | O96028 | NSD2 peptide methylation, AlphaScreen, 120 min | inhibition, % at 12.5 µM | hit rate 0.54% among 310,000 | AID 743445; in the data active means inhibition above about 50%
Target sequence (O96028 whole entry, looked up): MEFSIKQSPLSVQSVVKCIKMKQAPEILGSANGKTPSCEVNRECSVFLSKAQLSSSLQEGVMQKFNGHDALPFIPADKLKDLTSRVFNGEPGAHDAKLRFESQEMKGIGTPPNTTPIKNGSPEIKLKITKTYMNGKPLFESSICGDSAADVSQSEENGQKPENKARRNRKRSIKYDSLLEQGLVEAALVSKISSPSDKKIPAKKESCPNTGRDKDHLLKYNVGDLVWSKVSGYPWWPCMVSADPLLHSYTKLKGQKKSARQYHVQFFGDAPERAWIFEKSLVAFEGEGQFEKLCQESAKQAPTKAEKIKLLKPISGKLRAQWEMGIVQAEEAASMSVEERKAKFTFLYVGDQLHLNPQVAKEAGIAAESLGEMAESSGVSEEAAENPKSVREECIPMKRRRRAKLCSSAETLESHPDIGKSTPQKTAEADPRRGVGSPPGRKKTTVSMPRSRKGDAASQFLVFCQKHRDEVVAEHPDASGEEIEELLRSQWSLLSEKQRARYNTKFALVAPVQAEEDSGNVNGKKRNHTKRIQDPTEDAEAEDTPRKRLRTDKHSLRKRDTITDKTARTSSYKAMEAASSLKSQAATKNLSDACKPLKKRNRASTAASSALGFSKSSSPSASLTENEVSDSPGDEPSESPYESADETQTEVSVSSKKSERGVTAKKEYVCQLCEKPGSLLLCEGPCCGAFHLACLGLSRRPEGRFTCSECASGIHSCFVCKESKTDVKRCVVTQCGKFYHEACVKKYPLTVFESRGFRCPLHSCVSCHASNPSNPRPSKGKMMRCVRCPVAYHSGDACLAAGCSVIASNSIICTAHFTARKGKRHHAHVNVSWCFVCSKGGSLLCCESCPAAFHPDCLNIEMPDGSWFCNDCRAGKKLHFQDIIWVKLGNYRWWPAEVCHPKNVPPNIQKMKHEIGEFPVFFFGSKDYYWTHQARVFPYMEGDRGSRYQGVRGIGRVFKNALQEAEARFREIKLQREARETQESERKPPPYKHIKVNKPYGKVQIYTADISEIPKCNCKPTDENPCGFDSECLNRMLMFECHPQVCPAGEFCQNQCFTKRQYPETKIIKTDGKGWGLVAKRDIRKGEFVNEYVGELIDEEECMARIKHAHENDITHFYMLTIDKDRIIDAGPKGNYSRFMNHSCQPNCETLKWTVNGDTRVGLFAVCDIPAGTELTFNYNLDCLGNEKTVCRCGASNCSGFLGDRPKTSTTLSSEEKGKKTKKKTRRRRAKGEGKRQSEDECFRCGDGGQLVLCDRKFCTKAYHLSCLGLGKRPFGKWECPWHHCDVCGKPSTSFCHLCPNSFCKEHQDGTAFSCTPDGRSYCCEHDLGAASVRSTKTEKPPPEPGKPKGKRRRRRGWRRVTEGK
SR-BI HDL uptake – blocks mouse SR-BI lipid uptake from DiI-HDL; Q61009; ldlA[mSR-BI] CHO cells, DiI-HDL uptake fluorescence, 3 h; inhibition, % at 12.5 µM; hit rate 0.96% among 320,000;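 active means mean replicate inhibition of at least 70% and a set share of replicates each scoring 70 or more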;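 further: 0% = median of neutral control wells and 100% = median of positive control wells; values of inactives mirror those of a sister screen read the other way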
SR-BI DiI-HDL act – SR-BI HDL lipid transfer activation; activation, % at 12.5 µM; CHO ldlA[mSR-BI] cells, DiI-HDL uptake fluorescence, 3 h; 100 = double the neutral-control signal; hit rate 0.096% among 320,000;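 active means mean replicate activation of at least 60% and every replicate at or above 60%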;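 further: 0% = median plate neutral-control signal and 100% = twice that signal; values of inactives mirror those of a sister screen read the other way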
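material = CHO ldlA[mSR-BI] cells | medium = Ham's F12 with 0.5% BSA, HEPES 25 mM, pH 7.4 | reagent = fluorescent DiI-HDL, 10 µg/mL final | compound dosing = single-point compound dose | incubation = 3 h, 37 °C | measured by = bottom-read fluorescence, 550/595 nm | measure = HDL uptake via cellular fluorescence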
Arrestin-AP2 inh – inhibitors of human beta-arrestin and AP2 interaction; FITC-arrestin peptide / GST-AP2 beads, flow cytometry; AP2 beta2 appendage carries R879A mutation; inhibition, % at 10 µM; hit rate 0.31% among 340,000; AID 504490;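 active means inhibition above a set limit, near 3 SD of compounds lacking own fluorescence, cut at about 54% in these data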;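 further: plate controls were DMSO wells for no effect and 5 µM unlabelled arrestin peptide for full effect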
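test system = AP2 appendage R879A on GSH beads | buffer or medium = PBS plus Tween 20 (0.05%) and BSA (0.1%) | incubation = 12 min plus 1 h, RT | detection = bead flow cytometry, FITC channel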
DSG3 Ab inh – inhibitors of pemphigus antibody binding to human desmoglein-3. binding (percent of control), % at 10 µM. AID 588358. hit rate 0.48% among 310,000. P32926. DSG3-coupled beads, scFv-anti-DSG3-GFP binding, flow cytometry; stronger effect = lower value;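 active means binding more than 3 SD below its plate's average and above zero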; further: some compounds called inactive have numbers as strong as hits
* hit, by the source's call.

How did CC(=O)c1cccc(Nc2nc(-c3cccnc3)cs2)c1 do in these assays?
Mot1-301 SUMO: 13; PKA-R1A activ: -5; CDK5 inh: 0.1; PKA-R2B activ: -7; dFosB act: -5; NSD2 HMT inh: -3; SR-BI HDL uptake: 23; SR-BI DiI-HDL act: -23; Arrestin-AP2 inh: -4; DSG3 Ab inh: 112

Results for COc1ccc(CN(C)c2ncnc(N)n2)cc1 ?
Mot1-301 SUMO: -6; PKA-R1A activ: -7; CDK5 inh: -0.4; PKA-R2B activ: -11; dFosB act: -3; MITF TRPM1 HTS: 0; NSD2 HMT inh: 0; SR-BI HDL uptake: -26; Arrestin-AP2 inh: 4; DSG3 Ab inh: 108

Results for CC(C)NC(=O)c1onc(CSc2cccc(F)c2)c1C(=O)O ?
Mot1-301 SUMO: -1; PKA-R1A activ: -5; CDK5 inh: -2.1; PKA-R2B activ: -4; dFosB act: 0; MITF TRPM1 HTS: -5; SR-BI HDL uptake: 7; SR-BI DiI-HDL act: -7; Arrestin-AP2 inh: 2; DSG3 Ab inh: 98

What do the screens show for `CCc1cccc(C)c1NC(=O)COC(=O)c1ccc2c(c1)S(=O)(=O)c1ccccc1C2=O`?
Mot1-301 SUMO: 8; PKA-R1A activ: 7; CDK5 inh: 0.5; PKA-R2B activ: 8; dFosB act: 7; MITF TRPM1 HTS: 1; NSD2 HMT inh: 1; SR-BI HDL uptake: -14; SR-BI DiI-HDL act: 14; Arrestin-AP2 inh: 9; DSG3 Ab inh: 119

What do the screens show for `COc1ccc(Nc2nccc3c2ncn3C)cc1`?
Mot1-301 SUMO: 0; PKA-R1A activ: -4; CDK5 inh: 2.7; PKA-R2B activ: -14; dFosB act: -4; MITF TRPM1 HTS: 22; NSD2 HMT inh: 0; SR-BI HDL uptake: -15; SR-BI DiI-HDL act: 15; Arrestin-AP2 inh: 16; DSG3 Ab inh: 104

What do the screens show for `CCCCCCC(=O)N=Nc1c(O)[nH]c2ccc([N+](=O)[O-])cc12`?
Mot1-301 SUMO: -12; PKA-R1A activ: 11; CDK5 inh: 1.2; PKA-R2B activ: 0; dFosB act: -8; MITF TRPM1 HTS: 7; NSD2 HMT inh: 1; SR-BI HDL uptake: 7; SR-BI DiI-HDL act: -7; Arrestin-AP2 inh: 13; DSG3 Ab inh: 95

Results for COc1ccc(N2CCN(Cc3cc(=O)oc4ccc5ccccc5c34)CC2)cc1 ?
Mot1-301 SUMO: 1; PKA-R1A activ: 7; CDK5 inh: -3.2; PKA-R2B activ: -8; dFosB act: -9; MITF TRPM1 HTS: 7; NSD2 HMT inh: -5; SR-BI HDL uptake: 27; SR-BI DiI-HDL act: -27; Arrestin-AP2 inh: 7; DSG3 Ab inh: 99

Results for O=C(/C=C/c1ccc([N+](=O)[O-])cc1)NNC(=O)C1CC1 ?
Mot1-301 SUMO: -13; PKA-R1A activ: -3; CDK5 inh: -0.7; PKA-R2B activ: -3; dFosB act: 6; MITF TRPM1 HTS: -3; NSD2 HMT inh: -2; SR-BI HDL uptake: -4; SR-BI DiI-HDL act: 4; Arrestin-AP2 inh: 5; DSG3 Ab inh: 84

Results for CCC(Sc1nc2ccncc2[nH]1)C(=O)Nc1cc(Cl)ccc1C (stereo not drawn) ?
Mot1-301 SUMO: -6; PKA-R1A activ: -7; CDK5 inh: 0.5; PKA-R2B activ: -10; dFosB act: -8; MITF TRPM1 HTS: 0; Arrestin-AP2 inh: -1; DSG3 Ab inh: 103

What do the screens show for `CCOC(=O)CNS(=O)(=O)c1cc(-c2nn(C)c(=O)c3ccccc23)ccc1C`?
Mot1-301 SUMO: 5; PKA-R1A activ: 3; CDK5 inh: 2.0; PKA-R2B activ: -3; dFosB act: -11; MITF TRPM1 HTS: 7; NSD2 HMT inh: 7; SR-BI HDL uptake: 24; SR-BI DiI-HDL act: -24; Arrestin-AP2 inh: 8; DSG3 Ab inh: 97

What do the screens show for `Cc1ccc2oc(-c3cccc(NC(=S)NC(=O)/C=C/c4ccco4)c3)nc2c1`?
Mot1-301 SUMO: 22; PKA-R1A activ: -7; CDK5 inh: 0.4; PKA-R2B activ: -9; dFosB act: -17; MITF TRPM1 HTS: 7; NSD2 HMT inh: 1; SR-BI HDL uptake: 19; SR-BI DiI-HDL act: -19; Arrestin-AP2 inh: 27; DSG3 Ab inh: 102

Results for CCOC(=O)c1cc(C#N)c(SCc2ccc(C#N)cc2)nc1C ?
Mot1-301 SUMO: -4; PKA-R1A activ: 6; CDK5 inh: 2.1; PKA-R2B activ: 1; dFosB act: 0; MITF TRPM1 HTS: -22; NSD2 HMT inh: -1; SR-BI HDL uptake: 26; SR-BI DiI-HDL act: -26; Arrestin-AP2 inh: 21

Results for COc1ccc(C(=O)c2ccc(OC)c3cccc(O)c23)cc1OC ?
Mot1-301 SUMO: -7; PKA-R1A activ: -15; CDK5 inh: 0.3; PKA-R2B activ: -10; dFosB act: 4; MITF TRPM1 HTS: -16; NSD2 HMT inh: 12; SR-BI HDL uptake: -16; SR-BI DiI-HDL act: 16; Arrestin-AP2 inh: 2; DSG3 Ab inh: 102

What do the screens show for `COc1ccc(CC(=O)NCCN2CCCC2)cc1`?
Mot1-301 SUMO: 46; PKA-R1A activ: 3; CDK5 inh: -3.4; PKA-R2B activ: 3; dFosB act: -1; MITF TRPM1 HTS: -10; NSD2 HMT inh: 3; SR-BI HDL uptake: -3; SR-BI DiI-HDL act: 3; Arrestin-AP2 inh: -18; DSG3 Ab inh: 106

What do the screens show for `CCCC1CCC(C2=N/C(=C\c3ccc(OC)c(OC)c3)C(=O)O2)CC1` (stereo not drawn)?
Mot1-301 SUMO: -7; PKA-R1A activ: -7; CDK5 inh: -1.8; PKA-R2B activ: -1; dFosB act: 4; MITF TRPM1 HTS: 10; NSD2 HMT inh: 1; SR-BI HDL uptake: 21; SR-BI DiI-HDL act: -21; Arrestin-AP2 inh: 8; DSG3 Ab inh: 99

How did CCOC(=O)c1c(NC(=O)COc2ncnc3ccccc23)sc(C)c1CC do in these assays?
Mot1-301 SUMO: 0; PKA-R1A activ: -8; CDK5 inh: -0.8; PKA-R2B activ: 2; dFosB act: -13; MITF TRPM1 HTS: -12; NSD2 HMT inh: 0; SR-BI HDL uptake: 3; SR-BI DiI-HDL act: -3; Arrestin-AP2 inh: 12; DSG3 Ab inh: 121

Results for CCc1ccc(OCCNC(=O)c2ccc(S(=O)(=O)N(C)C)cc2)cc1 ?
Mot1-301 SUMO: 8; PKA-R1A activ: 4; CDK5 inh: -2.7; PKA-R2B activ: -2; dFosB act: -6; MITF TRPM1 HTS: -4; NSD2 HMT inh: 0; SR-BI HDL uptake: -19; SR-BI DiI-HDL act: 19; Arrestin-AP2 inh: -1; DSG3 Ab inh: 101

Results for Cc1cc(C)nc(-n2ncc3c2CC(c2ccccc2C)CC3=O)n1 (stereo not drawn) ?
Mot1-301 SUMO: -5; PKA-R1A activ: 1; CDK5 inh: -0.1; PKA-R2B activ: -16; dFosB act: -7; MITF TRPM1 HTS: -5; NSD2 HMT inh: -1; SR-BI HDL uptake: 7; SR-BI DiI-HDL act: -7; Arrestin-AP2 inh: 1; DSG3 Ab inh: 90

How did COC(=O)C(C)NC(=O)C1CCCN1S(=O)(=O)c1cc(C)c(Cl)cc1C (stereo not drawn) do in these assays?
Mot1-301 SUMO: -16; PKA-R1A activ: -1; CDK5 inh: 1.2; PKA-R2B activ: 9; dFosB act: -7; MITF TRPM1 HTS: -2; NSD2 HMT inh: -1; SR-BI HDL uptake: 14; SR-BI DiI-HDL act: -14; Arrestin-AP2 inh: 4; DSG3 Ab inh: 107

What do the screens show for `O=C(C1CCN(C2CCN(C/C(Cl)=C/c3ccccc3)CC2)CC1)N1CCOCC1`?
Mot1-301 SUMO: 0; PKA-R1A activ: -5; CDK5 inh: 0.3; PKA-R2B activ: -2; dFosB act: -5; MITF TRPM1 HTS: 11; NSD2 HMT inh: 4; Arrestin-AP2 inh: 3; DSG3 Ab inh: 104

How did COc1ccc(CN(CC2CCC(C(=O)O)CC2)C(=S)Nc2cc(C)ccc2C)cc1 (stereo not drawn) do in these assays?
PKA-R1A activ: 1; CDK5 inh: -1.2; PKA-R2B activ: -2; dFosB act: -10; MITF TRPM1 HTS: 6; NSD2 HMT inh: -5; SR-BI HDL uptake: 15; SR-BI DiI-HDL act: -15; Arrestin-AP2 inh: 30; DSG3 Ab inh: 96

Results for CCOC(=O)C1(Cc2ccccc2C)CCCN(C(=O)COC)C1 (stereo not drawn) ?
Mot1-301 SUMO: 44; PKA-R1A activ: -7; CDK5 inh: 4.7; PKA-R2B activ: -3; dFosB act: 1; NSD2 HMT inh: -1; SR-BI HDL uptake: -2; SR-BI DiI-HDL act: 2; Arrestin-AP2 inh: 10; DSG3 Ab inh: 122

Results for COc1ccc2[nH]c3c(c2c1)CCNC3c1ccc([N+](=O)[O-])o1 (stereo not drawn) ?
Mot1-301 SUMO: 25; PKA-R1A activ: -9; CDK5 inh: -0.8; PKA-R2B activ: -8; dFosB act: -4; MITF TRPM1 HTS: -7; NSD2 HMT inh: 25; SR-BI HDL uptake: -3; SR-BI DiI-HDL act: 3; Arrestin-AP2 inh: 5; DSG3 Ab inh: 94

What do the screens show for `COc1cccc(CNC(=O)CCC2CCCN(C(=O)C3CCOCC3)C2)c1` (stereo not drawn)?
Mot1-301 SUMO: 12; PKA-R1A activ: 1; CDK5 inh: 0.1; PKA-R2B activ: 9; dFosB act: 0; MITF TRPM1 HTS: 3; NSD2 HMT inh: 0; SR-BI HDL uptake: 7; SR-BI DiI-HDL act: -7; Arrestin-AP2 inh: -11

Results for Cc1ccc(NCC(=O)N/N=C/c2c[nH]c3ccccc23)cc1 ?
Mot1-301 SUMO: -16; PKA-R1A activ: -1; CDK5 inh: -6.1; PKA-R2B activ: -1; dFosB act: 0; MITF TRPM1 HTS: -2; NSD2 HMT inh: 4; SR-BI HDL uptake: -1; SR-BI DiI-HDL act: 1; Arrestin-AP2 inh: -5; DSG3 Ab inh: 87
